Tb PFK inh = blocks T. brucei phosphofructokinase; 330,000 compounds, 0.17% hits; O15648; T. brucei PFK, ADP-Glo luminescence; Potency, µM (doses to about 57.5 µM), inactives show top-dose activity, negative = inhibition, actives largely listed as inhibitors; AID 485367;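 further: potency means the concentration at half of the fitted maximal effect; 0% = uninhibited 1x PFK enzyme wells and -100% = no-enzyme wells; nearly all actives have a fitted effect of over 60% in size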
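Activity is normalized to no-enzyme wells (full inhibition) and 1.25 nM enzyme wells (no inhibition). Reaction: 0.5 mM F6P, 0.1 mM ATP, 45 min RT, ADP-Glo luminescence; concentration-response curves fitted and classed by quality.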
FBPA coupling cs = inhibits coupling enzyme system, counter-screen for aldolase hits; coupling enzyme system counterscreen, AmpLite Red fluorescence; activity change, negative = inhibition, % at 58.2 µM, hits read low; 290,000 compounds, 0.67% hits; AID 2472; in the data active means activity change below about -30%; further: on the % scale 0 is the no-effect control and ±100 the full control effect
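Counterscreen lacking aldolase: glyceraldehyde-3-phosphate coupling-enzyme reagent preincubated 10 min at RT with compound (at 57.5 uM final), then substrate/coupling system with AmpLite Red added; fluorescence read at 525/598 nm after 20 min RT.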
NPC1 prom act = activates the NPC1 promoter; Huh7 NPC1 promoter luciferase reporter, 24 h; Potency, µM (doses to about 9.22 µM), inactives show top-dose activation, hits mostly activators; 320,000 compounds, 2.4% hits; AID 485313;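 further: potency means the concentration at half of the fitted maximal effect; % of control where 0% means no effect; nearly all actives have a fitted effect of over 60% in size; reporter is driven by a mutant NPC1 promoter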
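Luminescence from an NPC1 promoter-driven luciferase reporter in stably transfected Huh7 cells was measured after 24 h compound treatment at 37 °C, followed by 10 min ambient incubation with luciferase detection reagent.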
ELG1 genotox = genotoxicity induction in ELG1-luciferase HEK293T cells. HEK293T ELG1-luciferase reporter, luminescence, 16 h. Potency, µM (titrated, usually from 46 µM), inactives show at the highest dose activity change, positive = activation, hits mostly activators. 330,000 compounds, 1.3% hits. AID 504466; further: potency means the concentration at half of the fitted maximal effect; % of control where 0% means no effect; nearly all actives have a fitted effect of over 60% in size
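After overnight (16 hr) compound treatment at 37 °C, ELG1-luciferase HEK293T cells were lysed with ONE-Glo; luminescence quantified 30 min later at room temperature.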
Gal4-VP16 FLuc = counter-screen for ROR gamma inhibitors: Gal4-VP16 reporter. Drosophila S2 Gal4-VP16 UAS-luciferase, luminescence, 20 h. Potency, µM (highest dose often 53.6 µM), inactives show at the top dose activity, negative = inhibition, most hits filed as inhibitors. 310,000 compounds, 3.5% hits. AID 2546;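 further: Gal4-VP16 expression switched on by copper sulfate through the metallothionein promoter; potency means the concentration at half of the fitted maximal effect; on the % scale 0 is the no-effect control and ±100 the full control effect; nearly all actives have a fitted effect of over 50% in size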
Rab9 prom act = activates the Rab9 promoter; AID 485297; Potency, µM (top dose mostly 9.22 µM), inactives show at the top dose activation, negative = inhibition, usual class: activators; 320,000 compounds, 2.8% hits; Huh7 Rab9 promoter-luciferase reporter, luminescence, 24 h; further: potency means the concentration at half of the fitted maximal effect; % of control where 0% means no effect; nearly all actives have a fitted effect of over 60% in size
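Cells were plated at 1500 per well in reduced-serum medium with 10% FBS and left 2 h. Compound in DMSO was then added for 24 h at 37 °C. Reporter signal was read by luminescence after 10 min with luciferase detection reagent.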
RORg inh = ROR gamma (mouse) transcription inhibition | P51450 | Drosophila S2 Gal4-RORgamma UAS-luciferase reporter, 20 h | Potency, µM (series often up to 53.6 µM), for inactives: at the top dose activity change, negative = inhibition, most hits filed as inhibitors | 310,000 compounds, 5.4% hits | AID 2551; further: potency means the concentration at half of the fitted maximal effect; on the % scale 0 is the no-effect control and ±100 the full control effect; nearly all actives have a fitted effect of over 60% in size
Target sequence (P51450 whole entry, looked up, the tested form may be a part): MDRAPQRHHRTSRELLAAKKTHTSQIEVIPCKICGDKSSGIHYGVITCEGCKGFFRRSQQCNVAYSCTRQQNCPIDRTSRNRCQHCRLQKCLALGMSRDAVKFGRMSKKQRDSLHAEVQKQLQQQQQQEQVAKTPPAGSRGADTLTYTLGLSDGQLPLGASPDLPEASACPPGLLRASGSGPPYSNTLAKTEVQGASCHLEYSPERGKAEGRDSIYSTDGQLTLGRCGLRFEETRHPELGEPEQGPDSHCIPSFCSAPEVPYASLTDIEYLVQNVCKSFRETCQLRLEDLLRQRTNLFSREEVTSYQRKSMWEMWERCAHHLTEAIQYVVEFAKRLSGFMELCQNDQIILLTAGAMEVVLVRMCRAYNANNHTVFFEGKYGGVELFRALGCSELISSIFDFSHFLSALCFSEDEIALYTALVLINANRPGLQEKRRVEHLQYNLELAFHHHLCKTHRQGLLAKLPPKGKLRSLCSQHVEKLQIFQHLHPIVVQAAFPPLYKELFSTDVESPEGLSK
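Schneider cells (Drosophila), stable Gal4 DBD–ROR gamma + UAS-luc; 1 hr cmpd preincubation; Cu2+ induction 700 uM final; 20 hr ambient; luminescence.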
FLuc modulator = inhibits or activates purified firefly luciferase, miR-21 counter-screen; Potency, µM (doses to about 57.5 µM), for the others: top-dose activity change, negative = inhibition, most hits filed as inhibitors; purified FLuc, Km substrates, luminescence inhibition; P08659; 360,000 compounds, 6.9% hits;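 further: potency means the concentration at half of the fitted maximal effect; plate controls were vehicle for no effect and reference inhibitor for full effect; nearly all actives have a fitted effect of over 55% in size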
Target sequence (P08659 whole entry, looked up): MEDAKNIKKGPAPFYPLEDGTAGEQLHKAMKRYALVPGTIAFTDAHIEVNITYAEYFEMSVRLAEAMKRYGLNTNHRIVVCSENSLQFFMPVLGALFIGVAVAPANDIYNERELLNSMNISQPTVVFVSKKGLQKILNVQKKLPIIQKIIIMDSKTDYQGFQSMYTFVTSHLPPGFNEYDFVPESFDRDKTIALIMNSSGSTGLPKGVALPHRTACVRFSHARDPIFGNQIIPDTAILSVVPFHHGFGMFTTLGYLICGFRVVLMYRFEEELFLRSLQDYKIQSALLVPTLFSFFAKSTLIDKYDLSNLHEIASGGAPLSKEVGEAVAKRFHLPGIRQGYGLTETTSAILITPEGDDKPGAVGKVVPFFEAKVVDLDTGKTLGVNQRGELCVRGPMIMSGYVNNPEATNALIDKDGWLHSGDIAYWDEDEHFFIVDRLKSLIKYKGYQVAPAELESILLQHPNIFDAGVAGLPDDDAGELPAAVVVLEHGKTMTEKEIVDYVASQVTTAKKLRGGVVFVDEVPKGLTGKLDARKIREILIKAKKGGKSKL
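Purified P. pyralis luciferase, 10 nM final, with Km-level 10 uM D-luciferin and 10 uM ATP in 50 mM Tris acetate pH 7.5, 10 mM Mg acetate, 0.01% Tween-20, 0.05% BSA; 6-point qHTS titration about 60 µM downward; luminescence read.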
KCNH2 3.1 block = KCNH2 3.1 (human) potassium channel inhibition; activity change, % (tested at about 1.8 µM); 340,000 compounds, 0.95% hits; U2OS KCNH2 3.1, thallium flux FluxOr; active compounds read low;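 active means maximum activity change below -70%; inconclusive means maximum activity change from -70% to -50%; inactive means maximum activity change above -50%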;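 further: thallium influx rate constant from kinetic fluorescence after stimulation buffer; on the % scale 0 is the no-effect control and ±100 the full control effect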
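FluxOr-based Tl+ influx in U2OS cells transduced with KCNH2 3.1 virus; rate constants normalized to DMSO controls.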
uPA surface inh = blocks generation of uPA at the cell surface. cell surface uPA generation assay, qHTS. Potency, µM (highest dose often 38.3 µM), for inactives: top-dose activity change, negative = inhibition, usual class: inhibitors. 330,000 compounds, 0.31% hits. AID 540303; active means well fitted inhibition curve with a large enough effect; inconclusive means small, poorly fitted or top-dose-only effect; inactive means no such curve, though single readings can be large or run the other way; tested in mouse RAW 264.7 cells; further: potency means the concentration at half of the fitted maximal effect; on the % scale 0 is the no-effect control and ±100 the full control effect; nearly all actives have a fitted effect of over 55% in size
Giardia kill = Giardia lamblia killing | Giardia lamblia trophozoite viability | 340,000 compounds, 0.15% hits | activity change, % at 7.66 µM, hits read low; in the data active means activity change below about -80%; inconclusive means between about -30% and that limit;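 further: parasites exposed to compound for two days anaerobically before the ATP read; on the % scale 0 is the no-effect control and ±100 the full control effect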
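Killing of trophozoites was scored by loss of ATP luminescence after a 48 hrs anaerobic exposure to compounds at 37 deg C, using 100 cells per well.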
* = called active by the depositor; ? = inconclusive; · = no result given; & = joins results of further samples; [ ] = another dose, or the depositor's remark. Unless noted, the call rests on the fitted dose curve; in most records, active means well fitted curve in the direction sought with a large enough effect; inconclusive means small, poorly fitted or top-dose-only effect, or another doubt; inactive means no such curve, though single readings can be large; an effect the other way counts as inactive or inconclusive.

SMILES	Tb PFK inh	FBPA coupling cs	NPC1 prom act	ELG1 genotox	Gal4-VP16 FLuc	Rab9 prom act	RORg inh	FLuc modulator	KCNH2 3.1 block	uPA surface inh	Giardia kill
CCOC(=O)Cn1nc(C)c(NC(=O)c2ccc([N+](=O)[O-])c(C)c2)c1C	0%	1	-2%	0%	1%	-1%	22%	-2%	-8	5%	42[activator]
Cc1ccc(S(=O)(=O)NCCCn2ccnc2)cc1	0%	0	-4%	1%	?	-4%	21%	0%	-12	0%	-12
CCN(CC)S(=O)(=O)c1ccc(OCC(=O)NC2CCS(=O)(=O)C2)c([N+](=O)[O-])c1 (stereo not given)	-1%	1	-7%	-4%	1%	-2%	?	-2%	-21	-1%	-3
COCCN1C(=O)C(=O)/C(=C(/O)c2ccc(S(=O)(=O)N3CCOCC3)cc2)C1c1ccc(C(C)C)cc1 (stereo not given)	2%	6	2%	-1%	4%	-1%	-6%	7%	·	·	·
CCN(C(=O)COC(=O)CCc1ccccc1OC)c1c(N)n(Cc2ccccc2)c(=O)[nH]c1=O	-6%	·	-1%	4%	·	-9%	·	-2%	19	0%	-1
COc1ccc(C(C)(C)C)cc1NC(=O)CCCn1c(=O)oc2ccccc21	-13%	0	2%	-5%	4%	-6%	18%	5%	-9	1%	-8
CCCOC(=O)C1[C@H]2C(=O)N(Cc3ccco3)C[C@]23C=C[C@H]1O3 (stereo not given in full)	3%	0	2%	6%	-1%	-3%	2%	8%	-15	1%	3
Cc1cccc2nc(CSc3ncccc3C(=O)O)cn12	-7%	5	-3%	5%	-6%	1%	2%	27µM*	-15	3%	-24
CCOc1ccccc1N1CCN(CC(=O)N(C2CCCC2)C2CCS(=O)(=O)C2)CC1 (stereo not given)	-2%	·	-5%	-1%	·	2%	·	2%	-25	1%	12
O=C(CSc1ccc(Br)c2cccc(Cl)c12)Nc1ccc(S(=O)(=O)Nc2nccs2)cc1	-5%	7	-3%	-4%	3%	-4%	20%	?	8	0%	-4
CCc1ccc2oc(-c3cc(N)ccc3O)nc2c1	-2%	-8	3.2µM*	22%	4µM*	4.5µM*	2.5µM*	0.34µM*	-1	-12%	?
CC1CCCCN1C(=O)COc1ccc(NC(=O)c2ccco2)cc1 (stereo not given)	1%	0	16%	11%	5%	0%	30%[10 µM]	?	-9	1%	4
CC1CN(Cc2nc3c(c(=O)n(C)c(=O)n3C)n2CC(=O)c2ccccc2)CC(C)O1 (stereo not given)	-5%	-1	-1%	0%	-6%	-3%	-12%	-10%	-20	-11%	0
Cc1c(C(=O)N2CCOCC2)c(S(=O)(=O)Nc2ccc(F)cc2)c(C)n1C	1%	·	-4%	0%	2%	-2%	-31%	0%	3	-6%	12
Cc1ccc(NC(=O)CC2S/C(=N/N=C/C=C/c3ccccc3)NC2=O)cc1Cl (stereo not given)	3%	4	1%	9%	4µM*	18%	4µM*	2%	9	-1%	4
CCC1CCCCN1CC(=O)c1c(C)[nH]c2ccccc12 (stereo not given)	1%	0	3%	1%	10%	-7%	-22%	0%	1	5%	-10
COc1cc([N+](=O)[O-])cc2sc(NC(=O)c3c(F)cccc3F)nc12	3%	2	0%	1%	?	7%	24%	-4%	1	8%	-19
CN(C)CCNC(=O)c1ccc(-c2nn(C)c(=O)c3ccccc23)cc1	-4%	9	-1%	16%	-3%	-8%	-37%	-3%&1%	-9	-2%	3
O=C(NC1CCCCCC1)c1c(O)c2cccc3c2n(c1=O)CCC3	0%	0	1%	5%	0%	2%	4%	3%	·	·	·
CCN1C(=O)[C@H]2[C@@H](c3ccc(-c4ccc(F)cc4)c(OC)c3)N3CCC[C@@]3(C(=O)OC)[C@H]2C1=O	-9%	·	-4%	-6%	·	-3%	·	-8%	2	-16%	-15
CCOC(=O)C1CCN(C(=O)Nc2ccc3snnc3c2)CC1	-1%	2	1%	2%	-7%	-7%	?	-11%	-3	2%	4
Cc1ccc(S(=O)(=O)Cc2ccc(C(=O)NCCc3ccccc3)o2)cc1	0%	2	-2%	-1%	-13%	8%	-8%	4%	11	8%	-8
CC(=O)OCC1=C(C(=O)O)N2C(=O)C(NC(=O)CCn3nc(C)c(Cl)c3C)C2SC1 (stereo not given)	8%	-1	3%	0%	-9%	10%	-36%	6%	-13	3%	-18
Cc1c(Cl)ccc2c(C(=O)NCCCn3nccc3C)cc(-c3ccccn3)nc12	0%	·	-2%	-18%	-7%	3%	-21%	0%	-1	2%	-14
COC(=O)C1=C(C)NC2=C(C(=O)CC(C)(C)C2)C1c1ccccn1 (stereo not given)	1%	1	-6%	1%	-19%	-1%	9%	1%	3	7%	3
CCCCN1CN(Cc2ccccc2)CNC1=S	-1%	0	-1%	2%	5µM*	-4%	4.5µM*	6%	41	-4%	-11
CC(C)C[C@H](NC(=O)OC(C)(C)C)C(=O)N[C@@H](CO)[C@H](O)[C@@H]1C[C@@H]1C(=O)N1CCCC1	6%	0	2%	5%	3%	-5%	6%	-1%	31	9%	13
O=C(CCCn1cncn1)N1CCCC(N2CCN(c3ccc(F)cc3)CC2)C1 (stereo not given)	1%	·	0%	0%	0%	-7%	-6%	1%	11	2%	-12
Cc1ccc(N(C)S(=O)(=O)c2ccc(-c3cnc(C4CC4)o3)cc2)cc1	1%	·	-23%	15%	1%	-22%	7%	2%&1%	-29	?	14
CC(OC(=O)[C@@H](NC(=O)c1ccco1)C(C)C)C(=O)Nc1ncc(Cl)cc1Cl (stereo not given in full)	0%	·	·	-2%	·	·	·	·	-3	-1%	-2
CCOc1ccccc1C(c1c(C)n(C)n(-c2ccccc2)c1=O)c1c(C)n(C)n(-c2ccccc2)c1=O	-3%	4	-3%	0%	-4%	3%	2%	0%	6	-19%	21
O=c1cc(-c2cccc(Cl)c2)oc2cccc(O)c12	3%	3&0	-5%	10%	-13%&-4%	8%	-7%&4%	-7%	2	1%	37&1[activator]
C=CCNc1nnc(Sc2ncccc2[N+](=O)[O-])s1	0%	-1	-1%	-10%	-4%	-2%	-23%	-4%	6	-9%	-2
O=S(=O)(c1ccc(-n2cnnn2)cc1)N1CCNCC1	1%	·	2%	0%	7%	-3%	-21%	1%	-11	-3%	-1
CC1(C)OC(=O)C(=CNn2cnc3ccccc3c2=O)C(=O)O1	5%	-2	-1%	10%	13%	-2%	0%	-15%	4	1%	6
CSc1ccc(CNc2cccc3ccccc23)cc1	-5%	-3	4%	7%	15%	5%	?	-14%	4	16%	11
COc1ccc(C(=O)NC(=S)N(C)C2CCCCC2)cc1Br	-2%	-4	-9%	-15%	0.71µM*	-5%	0.71µM*	-13%	-3	?	-22
Cc1ccc(N(CC(=O)Nc2cccc(C)c2)S(=O)(=O)c2cccc3nonc23)cc1	6%	-24	0%	-4%	-11%	-3%	?	3%	-3	1%	14
COC(=O)Cc1ccc(NC(=O)C(c2ccccc2)c2ccccc2)cc1	-1%	0	-1%	0%	-8%	1%	28%	2%	7	4%	5
CC(C)(C)OC(=O)[C@H](CCCCN)NC(=O)c1[nH]cnc1C(=O)N[C@@H](Cc1ccccc1)C(=O)OCc1ccccc1	11%	·	·	-2%	·	·	·	·	-2	4%	9
Cc1ccccc1Cn1ccc(NC(=O)c2onc(C)c2Cl)n1	6%	-1	15%	?	-10%	22%	?	?	-4	-25%	-21
CCn1nnnc1SCC(=O)NCc1ccco1	7%	-1	0%	2%	-7%	0%	-20%	-6%	4	0%	2
O=[N+]([O-])c1cc(-n2cnnn2)ccc1N1CCC(Cc2ccccc2)CC1	0%	2	-3%	-5%	?	1%	-15%	-1%	-81*	-5%	0
CN(CCc1ccccn1)C(=O)Nc1ccc(Cl)cc1	·	2	·	·	22%	·	8%	?	15	·	-6
Cc1ccc(-n2c(N)c(-c3nc4ccccc4n3C)sc2=S)cc1	-7%	0	?	-1%	?	28%	5µM*	-2%	-11	0%	14
COc1ccc2c(c1)CCc1c-2n[nH]c1C(=O)NCCC(C)C	5%	-4	1µM*	2.6µM*	-16%	0.79µM*	-17%	1.3µM*	-17	?	-13
COc1ccc([N+](=O)[O-])cc1N(CC(O)CN(CC(C)C)CC(C)C)S(=O)(=O)c1ccccc1 (stereo not given)	5%	1	0%	-1%	-3%	2%	20%	-1%	-11	2%	-2
Clc1cccc(Nc2nc(N3CCOCC3)nc(N3CCOCC3)n2)c1	-2%	0	-1%	-3%	0%	-8%	0%	-3%	5	23%	3
COc1ccc(NC(=O)N2CCN(c3nc(-c4cccc(OC)c4)cs3)CC2)cc1	2%	-2	-4%	-14%	0%	-4%	?	?	-1	·	6
COc1ccc2nc(N3CCC(O)CC3)c(C#N)cc2c1	-6%	-34*	19%	6%	-6%	5%	-22%	15µM*	17	-4%	-16
